MDM2 E3 inh: inhibitors of human Mdm2 E3 ubiquitin ligase; Q00987; cell-based MDM2 ubiquitination luciferase reporter, 2 h; 0 = plate control, 100 = twice control, blank-subtracted; signal enhancement, % at 5 µM; 210,000 compounds, 0.11% hits;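 active means signal enhancement of 30% or more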;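 further: luminescence tracks abundance of the self-degrading MDM2-luciferase fusion protein; higher signal means inhibition of MDM2 E3 ligase activity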
Target sequence (Q00987 whole entry, looked up, the tested form may be a part): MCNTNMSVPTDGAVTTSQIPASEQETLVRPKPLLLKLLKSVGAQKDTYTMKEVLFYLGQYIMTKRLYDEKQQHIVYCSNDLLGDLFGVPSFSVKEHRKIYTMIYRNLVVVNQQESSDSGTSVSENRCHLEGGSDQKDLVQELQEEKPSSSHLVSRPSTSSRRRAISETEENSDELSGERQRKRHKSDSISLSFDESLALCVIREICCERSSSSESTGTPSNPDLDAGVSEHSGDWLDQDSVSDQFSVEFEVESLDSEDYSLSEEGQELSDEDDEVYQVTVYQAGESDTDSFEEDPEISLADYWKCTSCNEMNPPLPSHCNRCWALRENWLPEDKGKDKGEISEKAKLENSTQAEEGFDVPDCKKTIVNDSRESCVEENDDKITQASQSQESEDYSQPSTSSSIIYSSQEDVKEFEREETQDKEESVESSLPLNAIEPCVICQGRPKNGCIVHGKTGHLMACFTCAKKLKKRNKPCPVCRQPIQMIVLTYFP
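Assay system: mammalian cells stably expressing self-ubiquitinating, self-degrading MDM2 E3–luciferase fusion. Quantity: 2000 cells in each well. Medium: DMEM culture medium. Compound dosing: single-point 5 µM. Timing: cell settling 4 h, compound treatment 2 h, both 37 °C. Technique: luciferase luminescence. Read-out basis: percent signal gain over controls, blank-subtracted. Benchmarks: plate controls and plate blanks.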
KLK5 inh: blocks human kallikrein 5 protease activity; recombinant hK5, fluorogenic AMC substrate cleavage; inhibition, % at 5 µM; 210,000 compounds, 0.59% hits; AID 873;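 active means inhibition of 40% or more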;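 further: 0% = enzyme controls without compound and 100% = no-enzyme blanks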
Target sequence (Q9Y337 67-293 limits assumed): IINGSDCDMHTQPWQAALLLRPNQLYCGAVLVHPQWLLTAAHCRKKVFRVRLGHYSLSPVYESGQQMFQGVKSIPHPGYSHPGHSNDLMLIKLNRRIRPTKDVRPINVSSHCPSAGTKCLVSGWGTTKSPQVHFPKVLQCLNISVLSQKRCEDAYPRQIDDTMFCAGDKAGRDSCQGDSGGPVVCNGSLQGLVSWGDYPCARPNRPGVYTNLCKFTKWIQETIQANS
FXIa inh: factor XIa (human) inhibition. P03951. purified FXIa, Boc-Glu-Ala-Arg-AMC fluorogenic substrate. inhibition, % at 5 µM. 220,000 compounds, 0.14% hits. AID 798;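 active means inhibition of at least 40%; inactive means inhibition below 40%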;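 further: fluorescence of freed AMC excited at 355 nm; 0% = enzyme without compound and 100% = no enzyme blank; many of its hits are not listed in these tables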
FXIIa inh: factor XIIa (human) inhibition; P00748; purified FXIIa, Boc-QGR-AMC fluorogenic substrate, 2 h; inhibition, % at 5 µM; 220,000 compounds, 0.3% hits; AID 800; in the data active means inhibition above about 40%;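 further: 0% = enzyme with no compound and 100% = blank without enzyme; many of its hits are not listed in these tables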
14-3-3 Bad PPI: disrupts binding of bovine 14-3-3 zeta to phospho-Bad peptide | TR-FRET 14-3-3zeta/Dy647-pBad peptide displacement, 1 h | 220,000 compounds, 0.71% hits | inhibition, % at 21.7 µM | P63103;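 active means inhibition above about 70%, limit read from the data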;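 further: 0% = full 14-3-3 plus peptide FRET controls and 100% = background without 14-3-3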
Target sequence (P63103 whole entry, looked up): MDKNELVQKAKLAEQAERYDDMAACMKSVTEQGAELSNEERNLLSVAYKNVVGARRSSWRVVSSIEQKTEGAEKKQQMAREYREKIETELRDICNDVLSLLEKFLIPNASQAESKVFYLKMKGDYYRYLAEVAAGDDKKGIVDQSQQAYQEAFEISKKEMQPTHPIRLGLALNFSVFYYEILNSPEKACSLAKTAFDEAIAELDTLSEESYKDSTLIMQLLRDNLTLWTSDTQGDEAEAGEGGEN
Rad51 HR inh: blocks human Rad51 in homologous recombination. Q06609. inhibition, % at 10 µM. hRad51 DNA strand exchange, fluorescence dequenching. AID 1385. 200,000 compounds, 0.085% hits;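 active means inhibition above 40% at the single screening dose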;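 further: 0% = DMSO control wells and 100% = blanks with heterologous ssDNA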
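Read-out basis: percent inhibition relative to plate controls and blanks / Assay system: human Rad51 nucleoprotein filaments preassembled on unlabelled ssDNA / Timing: filaments 15 min 37 °C, then compound 30 min / Control set: per-plate controls and blanks / Technique: fluorescence dequenching at 485/520 nm / Compound: 10 µM final, single point / Also added: Fluorescein- and BHQ1-tagged 47-mer duplex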
eIF4E-4G inh: inhibitors of eIF4E and eIF4G interaction in translation initiation; P63073+Q04637; TR-FRET eIF4E-eIF4GI(517-606) binding, 2 h; inhibition, % at 21.7 µM; 220,000 compounds, 0.37% hits; AID 782;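 active means inhibition above about 30%, limit read from the data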;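 further: 0% = full FRET control wells and 100% = background wells lacking eIF4GI fragment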
p97 ATPase inh: blocks human p97 ATPase activity; recombinant p97 ATPase, Kinase-Glo ATP luminescence, 3 h; inhibition, % at 8 µM; 220,000 compounds, 0.42% hits; AID 1481; in the data active means inhibition above about 15%;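 further: 0% = DMSO vehicle and 100% = wells lacking enzyme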
Wee1 degr inh: blocks degradation of human Wee1 kinase; HeLa Luc-Wee1K328M stability, luciferase luminescence; 100% = proteasome inhibitor MG132 effect; AID 1321; reporter increase, % at 5 µM; 220,000 compounds, 1.2% hits;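 active means activation above the mean of all tested compounds plus 3 SD, set per screening run, cut at about 8.8% in these data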;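 further: cells exposed to compound for 20 h before luminescence read; 0% = DMSO alone and 100% = MG132 at 30 µM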
Active calls of the source: *; . = no result given; [ ] = remark or other dose.

Sample of the layout (2 entries):
SMILES	MDM2 E3 inh	KLK5 inh	FXIa inh	FXIIa inh	14-3-3 Bad PPI	Rad51 HR inh	eIF4E-4G inh	p97 ATPase inh	Wee1 degr inh
O=C(O)/C=C(\Oc1ccccc1)C1(O)CCCCC1	-13	3	9	4	0	1	-1	1	0
O=C(CNc1ccc(Br)cc1)c1ccccc1	-19	-1	-3	2	-4	-11	-2	-1	-2

Main list (from the top)
SMILES	MDM2 E3 inh	KLK5 inh	FXIa inh	FXIIa inh	14-3-3 Bad PPI	Rad51 HR inh	eIF4E-4G inh	p97 ATPase inh	Wee1 degr inh
O=C(O)/C=C(\Oc1ccccc1)C1(O)CCCCC1	-13	3	9	4	0	1	-1	1	0
O=C(CNc1ccc(Br)cc1)c1ccccc1	-19	-1	-3	2	-4	-11	-2	-1	-2
Cc1ccc(S(=O)(=O)CC#CCOC(=O)c2ccc([N+](=O)[O-])cc2)cc1	1	-12	11	13	7	11	4	1	-1
COC(=O)c1c(NC(=S)NC(=O)c2ccco2)sc2c1CCCC2	-3	-6	6	10	-25	.	0	5	-2
Cc1cc(C)nc(/N=C(\N)Nc2cc([N+](=O)[O-])ccc2C)n1	-1	-19	-4	1	-4	-5	-3[fluorescence artefact?]	1	-3
O=C(O)CCCCCn1c(SCc2cc(=O)n3cc(Cl)ccc3n2)nc2ccsc2c1=O	-11	-11	-10	-2	6[fluorescence artefact?]	.	-3	-1	1
O=C(CN1C(=O)CCS(=O)(=O)c2ccccc21)Nc1cccc(Cl)c1	0	-7	2	18	11	-2	0	1	0
O=C(COC(=O)[C@@H]1CCCN1S(=O)(=O)c1ccc(Cl)cc1)NCC(F)(F)F	2	-13	5	12	-10	5	19[fluorescence artefact?]	1	-2
CC(C)NC(=O)COc1nncc2ccccc12	6	3	9	12	-1	7	-3	7	-3
N#Cc1c(-c2ccccc2)c(C#N)c2nc3ccccc3n2c1N	-10	-9	2	8	-5[fluorescence artefact?]	.	3	2	-2
C#CCOCCOCCOCCNc1nc(N2CCN(C(=O)[C@H]([C@@H](C)CC)n3cc([C@@H](N)CO)nn3)CC2)nc(N2CCN(C(=O)[C@H](Cc3cc4ccccc4[nH]3)n3cc([C@@H](N)C(C)CC)nn3)CC2)n1 (some centres not stated)	.	-4	-2	4	5	.	2	4	5
COc1ccc2c(c1)CCN=C2Cc1ccc(OC)c(OC)c1	-3	2	5	7	-5	9	4	8	0
COc1ccc(C(=O)c2nc3c(n2O)CCCCC3)cc1	-5	-4	1	10	17	-3	-1	0	-3
CC12CCC(C(=O)N(CC(O)CN3CCCCCC3)C1=O)C2(C)C (configuration not stated)	.	-23	9	10	-9[fluorescence artefact?]	.	3	-1	-1
CCOC(=O)C1=CN(CC2CCCO2)C=C(C(=O)OCC)C1c1ccccc1C(F)(F)F (configuration not stated)	1	-12	-7	-2	-28	27	-3	1	5
CCOc1ccc(N2C(=O)CC(S/C(N)=N/N=C/c3cccs3)C2=O)cc1 (configuration not stated)	-5	1	4	12	10	16	-2	6	-2
COc1ccc(C(C(=O)NC2CCCCC2)N(C(=O)Cc2c[nH]c3ccccc23)c2ccc(NC(C)=O)cc2)cc1OC (configuration not stated)	-15	5	1	-10	-8	-3	9	3	3
COc1ccccc1NC(=O)COC(=O)c1ccccc1OCC(=O)Nc1ccc(SC(F)F)cc1	-17	-3	-1	9	0[fluorescence artefact?]	-5	-4	4	0
Cc1cc(C(=O)COC(=O)c2n[nH]c3ccccc23)c(C)n1CC1CCCO1 (configuration not stated)	.	0	3	10	-12	0	-4	-10	-2
Nc1ccc(S(=O)(=O)N2CCCC2)cc1	-12	-5	6	15	3[fluorescence artefact?]	-3	2	3	0
O=C(O)CSCc1cnn(-c2ccccc2)c1-n1cccc1	-14	-3	-5	3	8	-5	10	2	1
O=C(c1ccc2c(c1)[nH]c(=S)n1c3ccccc3nc21)N1CCN(c2ncccn2)CC1	-16	-17	3	17	25	-12	-13	6	6
CCN(C(=O)CSc1nncs1)c1c(N)n(Cc2ccccc2)c(=O)[nH]c1=O	-6	-17	17	2	18[fluorescence artefact?]	1	12[fluorescence artefact?]	6	-4
COCCCNC(=S)Nc1ccc(N2CCCCC2)cc1	-10	0	10	8	-22	8	4	6	1
CCN(CCCNC(=O)C1CCC(=O)N1C1CCCC1)c1cccc(C)c1 (configuration not stated)	-10	11	-13	13	10	0	-3	-3	1
O=[N+]([O-])c1ccc2nc(-c3ccc(OC(F)F)cc3)cn2c1	-25	-4	-10	5	-5	-9	-1	-1	3
COc1ccccc1Nc1ncccc1C(=O)O	-23	-20	2	7	12	9	4	-1	-3
COc1ccc(-c2noc(=O)[nH]2)cc1	-8	-11	-3	4	2	.	0	0	2
Cc1n[nH]c(=S)n1/N=C/c1ccc(OCc2ccc(Cl)cc2)cc1	-13	-14	7	14	-3	1	12	4	1
COc1ccc2c(CC(=O)OCC(=O)Nc3ccccc3[N+](=O)[O-])coc2c1	1	-31	0	5	-8[fluorescence artefact?]	1	1	3	-1
Cc1cc(C)cc(C(=O)N(CCc2ccccc2)C2=CC3CCC(C2)N3C)c1 (configuration not stated)	6	.	0	10	-2	.	-4	-3	-1
Cc1nn(C)c(NC(=O)c2ccc([N+](=O)[O-])cc2)c1Cl	-8	19	-4	6	1	-5	6	-1	-3
Cc1cc(C)c2c(-n3cccc3)c(C(=O)NNS(=O)(=O)c3ccccc3)sc2n1	11	-6	5	13	-11	-3	5	1	0
CCOC(=O)C1C(=O)CC(C)(O)C(C(=O)OCC)C1/C=C/c1ccccc1 (configuration not stated)	-15	16	-4	-4	4	-9	-1	2	4
CCc1ccc(N/C(SCc2cccc(F)c2)=C(/C#N)C(=O)NCc2ccco2)cc1	1	5	1	11	-4	2	-2	0	3
COc1ccc(C2CC(=O)c3cc(OC)c(OC)cc32)cc1OC (configuration not stated)	-14	4	3	14	-1	23	0	-4	8
CCCCn1c(-c2nn(C)cc2Cl)n[nH]c1=S	2	4	1	18	6	6	-7[fluorescence artefact?]	-5	1
CCOc1ccc(CNC(=O)C2CCCN(S(C)(=O)=O)C2)cc1OC (configuration not stated)	-18	2	1	-8	7	1	2	4	-2
COC(=O)CCC(=O)Nc1nccs1	0	4	-5	7	-6	0	1	2	-2
CC(C(=O)NC1CCCC1)N(c1ccc(Oc2ccccc2)cc1)S(C)(=O)=O (configuration not stated)	-5	-10	-3	5	-1	8	4	1	0
O=C(O)C1CCCN1S(=O)(=O)c1ccc2c(c1)CCC2 (configuration not stated)	-7	-11	-5	0	-11[fluorescence artefact?]	-4	-1[fluorescence artefact?]	4	-4
Cc1[nH]c2ccccc2c1SCC(=O)N1CCN(c2ccccc2)CC1	2	-5	2	14	-2	2	1	-8	0
CSc1ccc(NC(=O)NCc2ccccc2)cc1	-5	0	-2	4	-5	.	-2	0	0
O=C(Cn1c(=O)c2c(ncn2Cc2ccccc2)n(Cc2ccccc2)c1=O)N1CCc2ccccc21	-16	-9	6	8	-7[fluorescence artefact?]	-8	-1	5	-1
O=C(O)c1cccc(N(CCO)CCO)c1	.	-1	-3	5	0	5	-8	4	-2
NC(=O)NC(=O)COC(=O)c1ccc(OC(F)(F)F)cc1	.	.	-4	1	2	.	1	4	6
COCCCn1c(SCc2nc3ccccc3c(=O)[nH]2)nc2ccccc2c1=O	-13	-9	-6	4	-5	5	-4	-6	-1
CCN(CC(=O)NC(=O)NC1CCCCC1)Cc1nc2ccccc2c(=O)[nH]1	-24	-101	4	17	-8	-6	-11	1	3
O=C(CNC(=O)c1cccs1)NCCN1CCN(Cc2ccccc2)CC1	-12	-2	13	21	7	4	-1	8	5
CCC/C(=N/NC(=O)c1cccc(Cl)c1)c1ccccc1	-2	-20	1	7	-11[fluorescence artefact?]	1	1	4	1

(list continues)
SMILES	MDM2 E3 inh	KLK5 inh	FXIa inh	FXIIa inh	14-3-3 Bad PPI	Rad51 HR inh	eIF4E-4G inh	p97 ATPase inh	Wee1 degr inh
C=CCn1cc(C(=O)NCc2ccco2)c(=O)c2cc(S(=O)(=O)N3CCCCCC3)ccc21	-4	-15	6	12	-11	-7	-6[fluorescence artefact?]	2	0
Cc1ccc(Cl)cc1-c1ccc(C=Nc2ccc(N3CCOCC3)cc2)o1	-10	-4	6	12	-11[fluorescence artefact?]	.	0	8	1
Cn1c(N)c(C(=O)CCl)c(=O)n(C)c1=O	-6	-11	-2	8	-10[fluorescence artefact?]	-3	2	0	3
CN1/C(=C\C(=O)COC(=O)c2ccco2)C(C)(C)c2ccccc21	2	-4	-3	5	2	-3	1	-3	-2
COc1cc(C(=O)NCC(=O)N/N=C(/C)c2ccc3c(c2)CCCC3)cc(OC)c1OC	-5	0	0	9	7	-48	1	2	1

Compound profiles, as listed above:
COc1ccc2c(CC(=O)OCC(=O)Nc3ccccc3[N+](=O)[O-])coc2c1 in the list: MDM2 E3 inh: 1; KLK5 inh: -31; FXIa inh: 0; FXIIa inh: 5; 14-3-3 Bad PPI: -8[fluorescence artefact?]; Rad51 HR inh: 1; eIF4E-4G inh: 1; p97 ATPase inh: 3; Wee1 degr inh: -1
COc1ccccc1Nc1ncccc1C(=O)O in the list: MDM2 E3 inh: -23; KLK5 inh: -20; FXIa inh: 2; FXIIa inh: 7; 14-3-3 Bad PPI: 12; Rad51 HR inh: 9; eIF4E-4G inh: 4; p97 ATPase inh: -1; Wee1 degr inh: -3

Structures from the list above that have a CF3 group (three):
SMILES	MDM2 E3 inh	KLK5 inh	FXIa inh	FXIIa inh	14-3-3 Bad PPI	Rad51 HR inh	eIF4E-4G inh	p97 ATPase inh	Wee1 degr inh
O=C(COC(=O)[C@@H]1CCCN1S(=O)(=O)c1ccc(Cl)cc1)NCC(F)(F)F	2	-13	5	12	-10	5	19[fluorescence artefact?]	1	-2
CCOC(=O)C1=CN(CC2CCCO2)C=C(C(=O)OCC)C1c1ccccc1C(F)(F)F (configuration not stated)	1	-12	-7	-2	-28	27	-3	1	5
NC(=O)NC(=O)COC(=O)c1ccc(OC(F)(F)F)cc1	.	.	-4	1	2	.	1	4	6

No enrichment for hits, and some 3.5% of all compounds hit somewhere here.
